rCAG binder = binds r(CAG) RNA repeats | AID 651821 | 370,000 compounds, 1.3% hits | r(CAG) RNA repeat, TO-PRO-1 dye displacement fluorescence | inhibition, % at 3 µM;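 active = inhibition above the plate cutoff, the mean of all test compounds on that plate plus 3 SD, cut at about 35% in these data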;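 also: 0% = DMSO alone and 100% = 100 µM mitoxantrone as full dye displacement; higher means more dye released from RNA so lower well fluorescence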
TCR-CD3 inh = blocks the human TCR-CD3 interaction; AID 651800; TAMRA-labeled TCR probe fluorescence, biochemical; inhibition, % at 9.4 µM; 360,000 compounds, 0.37% hits; in the data active = inhibition above about 19%;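 also: recombinant mutant TCR 2C K166C tagged with TAMRA read by polarization; 0% = receptor in buffer alone and 100% = receptor with positive control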
SIAE inh = inhibitors of human sialic acid acetylesterase SIAE. Q9HAT2. SIAE FP-Rh probe binding, fluorescence polarization. inhibition, % at 9.66 µM. 370,000 compounds, 0.69% hits. AID 1053197;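 active = inhibition above a cutoff: mean of compounds within the control limits plus 3 SD of those, cut at about 17% in these data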;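 also: 0% = plate median of compound wells and 100% = probe without SIAE protein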
GC-B act = GC-B (human) receptor activation; 370,000 compounds, 0.11% hits; P20594; activation, % at 10 µM; AID 1920062; HEK293-GC-B cells, CNP EC30, cGMP TR-FRET; 0% at EC30 CNP, 100% saturating CNP;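 active = activation at 10 µM reaching about 35% in either raw or pattern-adjusted values, limit read from the data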
TDP2 inh = TDP2 (human) inhibition, absorbance primary screen | inhibition, % at 12.8 µM | O95551 | recombinant TDP2, T5PNP hydrolysis, p-nitrophenol absorbance 415 nm | 370,000 compounds, 0.34% hits | AID 720702;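 active = inhibition above the mean of all tested compounds plus 3 SD, set per campaign, cut at about 25% in these data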;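 also: 0% = DMSO with enzyme and 100% = buffer with substrate but no TDP2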
Target sequence (O95551 whole entry, looked up): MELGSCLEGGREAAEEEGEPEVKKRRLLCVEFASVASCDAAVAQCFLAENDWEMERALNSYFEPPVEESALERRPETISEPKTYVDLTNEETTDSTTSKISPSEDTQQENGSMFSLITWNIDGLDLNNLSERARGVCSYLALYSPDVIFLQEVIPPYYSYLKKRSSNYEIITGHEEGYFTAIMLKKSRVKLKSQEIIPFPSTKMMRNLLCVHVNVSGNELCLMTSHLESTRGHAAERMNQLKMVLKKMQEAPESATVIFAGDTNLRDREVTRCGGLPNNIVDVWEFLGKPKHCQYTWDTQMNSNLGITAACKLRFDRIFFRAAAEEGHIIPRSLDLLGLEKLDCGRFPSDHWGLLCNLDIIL
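Read-out basis: percent inhibition. System: recombinant human TDP2. Buffer or medium: Mg2+-containing Tris-HCl buffer, pH 7.5. Repeats: single replicate. Timing: reaction 2 h, 37 °C. Benchmarks: high control without enzyme, low control DMSO plus TDP2. Probe or stimulus: 5 mM T5PNP. Doses: 12.8 µM only. Measured by: epi absorbance of p-nitrophenol freed from T5PNP by hydrolysis.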
LEDGF integ inh = blocks HIV-1 LEDGF/p75-dependent DNA integration. TR-FRET IN-LEDGF/p75 DNA integration, Eu/Cy5. inhibition, % at 3.7 µM. 370,000 compounds, 0.64% hits;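 active = inhibition above the screen-wide mean plus 3 SD, cut at about 13% in these data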;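 also: signal is the Cy5 over europium emission ratio at 671 and 618 nm; 0% = plate median of compound wells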
PRMT1 FP inh = blocks human protein arginine methyltransferase 1 | AID 652257 | 370,000 compounds, 1.3% hits | recombinant PRMT1, activity-based probe fluorescence polarization | Q99873 | inhibition, % at 2.79 µM;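 active = inhibition above about 21% made by adding two undisclosed values, limit read from the data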
Target sequence (Q99873 whole entry, looked up): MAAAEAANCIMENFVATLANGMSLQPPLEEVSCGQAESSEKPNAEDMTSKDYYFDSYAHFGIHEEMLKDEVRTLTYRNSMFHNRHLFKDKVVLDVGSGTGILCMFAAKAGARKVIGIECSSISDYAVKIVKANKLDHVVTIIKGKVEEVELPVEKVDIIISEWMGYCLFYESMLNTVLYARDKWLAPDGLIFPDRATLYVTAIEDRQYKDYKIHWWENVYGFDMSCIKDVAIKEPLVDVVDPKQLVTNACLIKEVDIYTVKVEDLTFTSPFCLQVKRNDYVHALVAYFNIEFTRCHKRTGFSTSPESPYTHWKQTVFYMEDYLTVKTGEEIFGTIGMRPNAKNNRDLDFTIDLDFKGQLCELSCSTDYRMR
HTRA1 inh = HTRA1 (human) protease inhibition. AID 504803. inhibition, % at 5.96 µM. 340,000 compounds, 0.5% hits. recombinant HTRA1, FP-rhodamine activity-based probe, fluorescence polarization; in the data active = inhibition above about 36%;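 also: 0% = enzyme with DMSO and 100% = wells lacking enzyme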
ABHD4 inh = inhibits mouse alpha/beta hydrolase domain 4; Q8VD66; purified mABHD4, FP-Rh probe fluorescence polarization; inhibition, % at 8.92 µM; 370,000 compounds, 0.54% hits; AID 720543;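 active = inhibition exceeding the mean over every tested compound plus 3 SD, cut at about 30% in these data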;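 also: 0% = plate median of compound wells and 100% = S159A mutant with DMSO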
Target sequence (Q8VD66 whole entry, looked up, the tested form may be a part): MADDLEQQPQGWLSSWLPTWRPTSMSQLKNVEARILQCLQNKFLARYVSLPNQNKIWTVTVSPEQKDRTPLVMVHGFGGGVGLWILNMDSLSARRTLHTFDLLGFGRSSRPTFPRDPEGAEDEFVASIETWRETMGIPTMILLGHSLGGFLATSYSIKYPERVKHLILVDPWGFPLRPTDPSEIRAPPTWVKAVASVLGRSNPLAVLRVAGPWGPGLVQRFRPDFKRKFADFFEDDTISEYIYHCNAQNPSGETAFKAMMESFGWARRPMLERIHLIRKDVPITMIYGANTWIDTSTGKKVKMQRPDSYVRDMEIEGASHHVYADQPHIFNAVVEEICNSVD
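Test system: mouse ABHD4 enzyme, wild type. Reagent: FP-Rh fluorescent activity-based probe, added after compound pre-incubation. Timing: pre-incubation 45 min, probe exposure 60 min, at 25 °C. Technique: FP readout, ex 525 nm / em 598 nm. Benchmarks: high control S159A mutant with DMSO, low control median of compound wells.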
MBD2 inh = MBD2-methylated oligo binding inhibition; 370,000 compounds, 0.31% hits; inhibition, % at 4.4 µM; TR-FRET, MBD2 binding to methylated oligonucleotide; AID 686964; in the data active = inhibition above about 13%
An asterisk follows results filed as active; . = no result given.

Compound	rCAG binder	TCR-CD3 inh	SIAE inh	GC-B act	TDP2 inh	LEDGF integ inh	PRMT1 FP inh	HTRA1 inh	ABHD4 inh	MBD2 inh
O=C(c1ccc([N+](=O)[O-])o1)N1CCN(c2nc3ccc(F)cc3s2)CC1	3	4	-3	-3	2	-1	1	-3	7	0
CCN(CC)S(=O)(=O)c1ccc(OC)c(NC(=O)Cn2cnc3c2c(=O)n(C)c(=O)n3C)c1	-1	3	1	3	6	0	0	-4	-3	1
C=CCn1c(-c2ccc(Cl)cc2)cnc1SC(C)C(N)=O (centres undefined)	-2	-5	2	-1	-11	-9	8	-5	4	-1
CC(C)(C)NCC(O)COc1ccccc1C(C)(C)C (centres undefined)	2	5	3	-6	-22	1	-2	20	3	-3
OCCN(CC#CC(O)(c1ccccc1)c1ccccc1)CCO	-1	9	-1	7	3	3	1	3	3	-2
Cc1ccc(S(=O)(=O)Nc2ccc(C(=O)NCc3ccncc3)cc2)cc1	4	7	-2	2	-3	-1	-1	4	1	1
O=C1C(Cc2ccccc2)S/C(=N/N=C/c2ccco2)N1c1ccccc1 (centres undefined)	11	-3	7	0	4	4	1	0	-1	2
COc1ccc(CNC(=O)c2nnn(CC(=O)Nc3cc(C)cc(C)c3)c2N)cc1	1	-1	-13	3	-1	0	-6	-15	-5	1
CCOc1ccccc1N(CC(=O)Nc1ccc(OC)cc1)S(=O)(=O)c1ccccc1	-2	0	-1	-10	2	2	-4	-12	-7	-1
COc1ccc(CC(N)c2csc(NC(=O)NC(c3ccccc3)c3ccccc3)n2)cc1 (centres undefined)	23	-4	-6	-9	-10	2	2	.	-2	-4
CCOC(CCNC(=O)c1cn(-c2cccc(C)n2)cn1)OCC	0	-10	-3	5	0	-2	1	6	-5	3
Cc1ccc(CN(Cc2ccccc2)C(=S)Nc2ccccc2C)o1	-5	6	6	2	-19	-3	5	-10	-4	-1
COc1ccccc1-c1nnc(SCC(=O)NC2CCCCC2)o1	1	8	-5	-2	3	-2	1	-2	7	-3
Cn1cnnc1SCC(=O)Nc1cccc(C(=O)O)c1	-1	5	3	3	7	0	-4	-4	-2	2
COc1cccc(NC(=O)CN(C)CC(=O)c2c(N)n(Cc3ccccc3)c(=O)n(C)c2=O)c1	0	-3	0	-1	6	-2	2	24	2	1
CN1CCN(C(=S)c2ccc(Cl)cc2)CC1	-6	3	0	5	-4	-1	-2	2	1	-3
CCOc1ccc(CCNC(=O)CCC(=O)c2cccs2)cc1OCC	4	-4	0	3	0	0	1	2	0	2
CCN(CC)S(=O)(=O)c1cccc(C(=O)Nc2cccnc2)c1	-3	10	11	2	4	-1	-4	5	-1	-4
Cc1[nH]c(=S)c(C#N)c(-c2ccco2)c1C(=O)N(C)C	6	6	1	3	3	-2	31*	14	-1	0
O=C(NCCCn1ccnc1)c1cn(Cc2ccc(F)cc2)nn1	1	-3	-3	5	-9	-3	-1	2	1	-1
O=C1CC(Sc2ccc(Cl)cc2)C(=O)N1Cc1ccncc1 (centres undefined)	-5	-8	6	2	-3	-5	18	15	1	4
O=C(OCCNC(=O)c1ccc2ccccc2n1)c1cccnc1	-6	-2	9	2	9	1	-2	-4	-4	2
Cn1c(=O)c(=O)n(C)c2cc(N3CCCCC3)c(NS(=O)(=O)c3ccc([N+](=O)[O-])cc3)cc21	11	1	-10	-4	-18	3	2	8	-9	-2
O=C(O)[C@@H]1[C@@H]2C[C@@H]2CN1c1ncccc1[N+](=O)[O-]	-9	1	2	-1	-1	-4	12	4	10	-6
CC(=O)Nc1ccc(NC(=O)C(C)Sc2n[nH]c(-c3ccc(C)cc3)n2)cc1 (centres undefined)	3	7	-1	4	11	3	-4	-7	-8	1
Cc1sc2ncnc(OCC(=O)N3CCN(C(=O)c4ccco4)CC3)c2c1C	1	4	9	1	-6	4	-11	-1	0	-2
O=C(O)CCCNc1ccc(S(=O)(=O)Nc2ccccc2C(=O)O)cc1C(=O)O	2	-4	-7	-4	10	2	2	-2	6	4
Cc1ccc2nc(C)c(Cl)c(=O)n2c1	0	-2	-1	-5	0	2	-4	-4	5	0
Cc1cc(NC(=O)Nc2ccc(C)c(C)c2)no1	0	-2	4	4	-4	0	-1	-9	-2	-3
CS(=O)(=O)c1ccc2nc(NC(=O)c3cccc([N+](=O)[O-])c3)sc2c1	19	-3	-9	4	-8	-3	5	-2	-5	3

3 structures out of the list, arranged by formula weight, high to low:
Compound	rCAG binder	TCR-CD3 inh	SIAE inh	GC-B act	TDP2 inh	LEDGF integ inh	PRMT1 FP inh	HTRA1 inh	ABHD4 inh	MBD2 inh
COc1ccc(CNC(=O)c2nnn(CC(=O)Nc3cc(C)cc(C)c3)c2N)cc1	1	-1	-13	3	-1	0	-6	-15	-5	1
O=C(c1ccc([N+](=O)[O-])o1)N1CCN(c2nc3ccc(F)cc3s2)CC1	3	4	-3	-3	2	-1	1	-3	7	0
O=C1C(Cc2ccccc2)S/C(=N/N=C/c2ccco2)N1c1ccccc1 (centres undefined)	11	-3	7	0	4	4	1	0	-1	2

Carrying on.
Compound	rCAG binder	TCR-CD3 inh	SIAE inh	GC-B act	TDP2 inh	LEDGF integ inh	PRMT1 FP inh	HTRA1 inh	ABHD4 inh	MBD2 inh
O=C(NCc1cccc(C(F)(F)F)c1)c1csc([C@@H]2O[C@H](CO)[C@H](O)[C@H](O)[C@H]2O)n1	0	-6	8	2	5	1	0	.	-2	10
NC(=O)NCCC1=CCCCC1	-2	-3	5	1	10	-2	-2	3	-4	-6
CCOc1ccc(S(=O)(=O)N2CCCC(C(=O)NC3CCCC3)C2)cc1 (centres undefined)	-6	0	1	-1	-7	-8	2	-1	0	4
CC(C)(C)NC(=O)c1ccc2c(c1)N(CC(=O)N1CCCC1)C(=O)C(C)(C)O2	-6	-4	-1	3	2	-2	6	4	2	0
Cc1ccc(CN2C(=O)C[C@@H](NC(=O)OCC3c4ccccc4-c4ccccc43)C/C=C\C2c2ccc(C)cc2)cc1 (some centres undefined)	9	0	7	7	-5	-3	4	-61	-15	0
Cc1ccc(CNC(=O)C2CCN(S(=O)(=O)c3c(C)noc3/C=C/c3ccco3)CC2)cc1	20	-9	-3	-7	-8	6	3	-41	-5	-2
O=C(NC1CC2CCCC(C1)N2Cc1ccc(F)cc1)c1ccc(F)cc1 (centres undefined)	-7	-8	2	2	3	-2	-2	0	5	-1
CC(NC(=O)c1ccc(OC2CCN(C(=O)c3cccnc3)CC2)cc1)C1CC1 (centres undefined)	-7	7	-5	6	6	3	-7	6	-4	-3
CCOC(=O)/C=C1\SCC(=O)N1CC(=O)Nc1cccc(F)c1	2	-5	-3	-3	7	-4	7	-4	-2	5
Cc1cc(C)n(-c2nc3ccccc3c(=O)n2OCC(=O)OCc2ccccc2)n1	-7	6	3	-2	-9	1	1	-7	0	-2
COCCCN(C(=O)Cc1csc(-c2cccc(Cl)c2)n1)c1c(N)n(Cc2ccccc2)c(=O)[nH]c1=O	4	4	-7	-4	-1	1	-2	-7	-2	-2
Cc1cc(C)c(C)c(S(=O)(=O)NCC(=O)NCc2ccco2)c1C	-2	-4	-3	-6	0	2	-4	-3	-3	-2
O=C(N/N=C/C1=C(N2CCOCC2)C(=C\c2ccccc2)/CC1)Nc1ccccc1	1	-4	4	-2	3	-2	2	-3	9	-2
Nc1nccc(NCCSCc2ccccc2)n1	0	1	-3	0	-5	1	-1	4	-4	1
Cc1c(NC(=O)CCC(=O)N2CCCCC2)c(=O)n(-c2ccccc2)n1C	1	2	0	1	1	-2	3	8	6	-3
O=C(COC(=O)CCc1nc2ccccc2c(=O)[nH]1)Nc1ccccc1Cl	7	2	-16	-2	-15	6	0	10	-9	2
Cc1cc(C)n(CC(=O)N/N=C/c2ccccn2)n1	-1	-3	-8	0	6	0	3	-1	0	1
O=c1[nH]ncc(N2CCCC2)c1Cl	1	1	-2	0	-6	0	-2	3	4	-3
Cc1ccc(CC(=O)N2CCN(C(=O)c3ccco3)CC2)cc1	1	-10	3	3	-8	-2	1	5	-2	-1
CC(C)(C)c1ccc(S(=O)(=O)N2CCNC(=O)C2)cc1	-2	-2	0	-3	8	-2	0	3	1	6
O=[N+]([O-])c1cccc(S(=O)(=O)Nc2ccc(-c3ccc(N4CCOCC4)nn3)cc2)c1	20	6	8	-2	-6	-2	1	-2	7	-2
COc1cccc(C2c3[nH]c4ccccc4c3CCN2Cc2cnc(C)s2)c1OC (centres undefined)	-5	5	5	1	5	-1	1	-34	-8	0
Cc1cc(C)n(CC(O)COc2ccccc2C)n1 (centres undefined)	-4	5	-6	-2	-22	4	-8	-1	-3	-3
Cc1cc(C)n(CC(=O)Nc2cccc(C(F)(F)F)c2)n1	-1	-5	-7	-1	6	-5	2	-3	-4	-2
CCOC(=O)c1c(C)[nH]c(C(=O)COC(=O)[C@H](C)NC(=O)c2ccccc2Cl)c1C	2	4	7	-7	-5	4	1	-3	-12	1
O=C(c1ccc2c3n(nc2c1)-c1ccc(Cl)cc1CO3)N1CCOCC1	0	1	2	10	2	1	-1	-2	4	0
COC(=O)[C@@H](NS(=O)(=O)c1ccc(F)cc1Br)C(C)C	0	2	-6	-3	-17	3	-4	6	-3	0
C#CCNC(=O)C1=C[C@@H](c2cn(C(C)=O)c3ccccc23)C[C@@H](OCCCCO)O1	2	-11	2	1	-2	3	-4	-12	4	-4
COC(=O)N/N=C/c1cccc(OCCSc2ccc(Cl)cc2)c1	1	-7	-8	-5	-8	-3	1	-52	-31	3
Cc1cc(C)cc(N(CC(=O)N2CCCC2)S(C)(=O)=O)c1	0	2	0	4	8	0	3	-2	0	3

(further entries)
Compound	rCAG binder	TCR-CD3 inh	SIAE inh	GC-B act	TDP2 inh	LEDGF integ inh	PRMT1 FP inh	HTRA1 inh	ABHD4 inh	MBD2 inh
O=C(CCc1ccccc1)Oc1ccccc1[N+](=O)[O-]	8	-5	0	2	-13	7	-1	.	-6	-6
CCn1c(C)nc2cc(NC(=O)Nc3cccc(C(C)=O)c3)ccc21	14	6	9	3	19	1	1	-10	0	-2
CCOc1ccc(N(CC(=O)Nc2cc(C)ccc2C)S(=O)(=O)c2c(C)[nH]c(=O)[nH]c2=O)cc1	22	3	-3	4	12	1	0	2	7	3
CCOC(=O)N1CCN(C(=O)C[C@@H]2C[C@@]3(C(=O)OC)CC(C)(C)CC=C3N(Cc3cccc4ccccc34)C2=O)CC1	6	9	-10	4	-13	3	-1	.	-3	-1
CCC(C)c1ccccc1NC(=O)C1CCCO1 (centres undefined)	-5	-2	-7	5	-6	2	1	-2	1	3
N#Cc1c(N2CCOCC2)nsc1-c1ccc(C(F)(F)F)cc1	-3	5	-4	3	19	-2	0	.	6	-4
CCCN1CCN(CCNC(=O)Nc2ccccc2Cl)CC1	-2	3	8	1	11	1	-6	10	-2	-7

Assay outcomes deposited in PubChem by several laboratories.

Not all compounds are listed. The share of hits here may be higher or lower than overall.
